MmCpn inh – inhibitors of Methanococcus maripaludis chaperonin (MmCpn). purified Mm-Cpn ATPase, ADP Transcreener TR-FRET. Potency, µM (titrated, usually from 76.9 µM), for the others: at the top dose activity, negative = inhibition, usual class: inhibitors. 0.031% of 330,000 active; note: potency is the fitted concentration of half-maximal effect; % is set by controls: 0 for no effect and ±100 for the full control effect; nearly all actives have a fitted effect of over 80% in size
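Purified archaeal chaperonin (25 nM final) was preincubated with compound for 10 min at 37°C, then ATP (10 uM final) was added for 30 min at 37°C in Tris pH 7.4/KCl/MgCl2/DTT buffer. ADP was quantified by HTRF Transcreener TR-FRET.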
EPAC1 antag – blocks human EPAC1 exchange factor; 0.14% of 360,000 active; AID 720709; EPAC1 GEF assay, Rap1b-BODIPY-GDP exchange fluorescence; Potency, µM (highest dose often 115 µM), for the others: at the highest dose activity change, negative = inhibition, most hits filed as inhibitors;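 note: potency is the fitted concentration of half-maximal effect; plate controls were vehicle for no effect and positive control for full effect; nearly all actives have a fitted effect of over 50% in size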
PLK1 PBD block – blocks phosphopeptide binding to human PLK1 polo-box domain; P53350; Plk1 PBD binding of FITC phosphopeptide, fluorescence polarization; Potency, µM, inactives show max response, negative = inhibition, actives largely listed as inhibitors; 2.8% of 360,000 active; note: potency is the fitted concentration of half-maximal effect; series mostly up to about 57 µM; % is set by controls: 0 for no effect and ±100 for the full control effect; nearly all actives have a fitted effect of over 65% in size
WRN inhibitor – blocks human WRN helicase; 0.46% of 360,000 active; WRN helicase unwinding, fluorescent forked duplex, kinetic; Potency, µM (series often up to 114 µM), inactives show at the top dose activity change, negative = inhibition, actives largely listed as inhibitors; AID 651768; Q14191; note: potency is the fitted concentration of half-maximal effect; % is set by controls: 0 for no effect and ±100 for the full control effect; nearly all actives have a fitted effect of over 55% in size
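Screening of the MLSMR collection measured strand separation of a quenched forked DNA duplex (100 nM) by 20 nM WRN with 2 mM ATP, all final. Compounds were preincubated with enzyme 15 min at room temperature.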
EPAC1 ag – EPAC1 (human) agonism; O95398; EPAC1 agonist qHTS, biochemical assay; response scale: 100% = response to 6.5 mM cAMP; Potency, µM (series often up to 154 µM), without a hit: at the top dose activation, usual class: activators; 0.073% of 360,000 active; note: potency is the fitted concentration of half-maximal effect; nearly all actives have a fitted effect of over 60% in size
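Nucleotide exchange assay: 100 nM EPAC1 with 250 nM Rap1B loaded with BODIPY-GDP and 50 uM GDP, room temperature. Fluorescence (480/540 nm) read every 5 min for 30 min; signal change normalized to 6.5 mM cAMP as full agonist.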
PI5P4K alpha inh – PI5P4K alpha (human) kinase inhibition | PI5P4Kalpha enzyme, ADP-Glo luminescence, 60 min; active compounds read low | P48426 | max response, % | 1.2% of 330,000 active; active = max response of -50% or lower; inconclusive = between -30% and -50%; inactive = -30% or higher; note: value at the top dose of about 77 µM; % is set by controls: 0 for no effect and ±100 for the full control effect
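Compounds were pin-transferred onto PI5P4Kalpha and substrate in HEPES pH 7.4 buffer with EGTA, CHAPS and 5% DMSO. ATP (5 microM final) started the reaction, which ran 60 minutes at room temperature before ADP-Glo detection.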
CCT modulator – changes cytosolic chaperonin activity; purified chaperonin ATPase assay, HTRF ADP detection, 30 min; activity change, % (test concentration not listed), hits read low; 0.3% of 360,000 active; AID 651819; in the data active = activity change below about -30%; note: % is set by controls: 0 for no effect and ±100 for the full control effect
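Enzyme 40 or 20 nM (batch-dependent) in Tris pH 7.4/KCl/MgCl2/DTT; cpd 76 uM single point; ATP 10 uM; 30 min 37 °C; Transcreener ADP HTRF detection, 30 min RT; ratio 665/615.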
EPAC2 antagonist – blocks human EPAC2 exchange factor; Q8WZA2; 0.18% of 360,000 active; Potency, µM (doses to about 114 µM), inactives show at the top dose activity, negative = inhibition, most hits filed as inhibitors; EPAC2 GEF exchange of Rap1B-BODIPY-GDP, fluorescence; note: potency is the fitted concentration of half-maximal effect; % is set by controls: 0 for no effect and ±100 for the full control effect; nearly all actives have a fitted effect of over 45% in size; many of its hits are not listed in these tables
Target sequence (Q8WZA2 whole entry, looked up): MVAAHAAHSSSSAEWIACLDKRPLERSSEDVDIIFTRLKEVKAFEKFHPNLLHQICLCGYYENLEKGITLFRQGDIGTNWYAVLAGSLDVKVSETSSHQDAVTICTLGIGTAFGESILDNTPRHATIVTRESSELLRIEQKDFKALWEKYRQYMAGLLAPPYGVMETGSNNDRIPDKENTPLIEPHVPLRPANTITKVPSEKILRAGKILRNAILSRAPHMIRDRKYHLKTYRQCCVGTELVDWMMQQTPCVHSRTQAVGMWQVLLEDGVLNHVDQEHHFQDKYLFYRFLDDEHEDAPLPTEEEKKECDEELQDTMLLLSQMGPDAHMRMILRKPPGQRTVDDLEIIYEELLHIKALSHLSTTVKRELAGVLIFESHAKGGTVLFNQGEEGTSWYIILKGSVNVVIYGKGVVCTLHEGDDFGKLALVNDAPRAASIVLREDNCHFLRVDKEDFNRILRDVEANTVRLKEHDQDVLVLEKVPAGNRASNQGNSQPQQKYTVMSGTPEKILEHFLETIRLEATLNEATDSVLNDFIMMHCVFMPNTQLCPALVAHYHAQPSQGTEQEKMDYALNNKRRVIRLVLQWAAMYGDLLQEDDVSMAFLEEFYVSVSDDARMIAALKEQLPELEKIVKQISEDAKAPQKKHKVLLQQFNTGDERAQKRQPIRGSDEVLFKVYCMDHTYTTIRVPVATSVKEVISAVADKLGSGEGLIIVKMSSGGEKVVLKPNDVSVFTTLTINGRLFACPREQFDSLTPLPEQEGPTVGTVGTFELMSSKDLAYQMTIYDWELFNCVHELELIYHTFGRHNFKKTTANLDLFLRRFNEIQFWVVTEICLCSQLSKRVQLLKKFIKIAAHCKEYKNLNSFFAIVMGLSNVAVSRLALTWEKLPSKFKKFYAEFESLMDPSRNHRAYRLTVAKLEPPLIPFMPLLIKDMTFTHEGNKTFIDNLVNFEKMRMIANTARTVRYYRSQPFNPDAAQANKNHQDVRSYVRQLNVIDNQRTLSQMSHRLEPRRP
* marks the source's active call; other numbers are inactive results; ? = inconclusive; . = not tested or not shown; [ ] = another dose, or the depositor's remark. Unless noted, calls come from the whole dose curve; as a rule, active = well fitted curve in the direction sought with a large enough effect; inconclusive = small, poorly fitted or top-dose-only effect, or another doubt; inactive = no such curve, though single readings can be large; an effect the other way counts as inactive or inconclusive. Only part of the results is shown (hit frequency here may not be typical).

SMILES	MmCpn inh	EPAC1 antag	PLK1 PBD block	WRN inhibitor	EPAC1 ag	PI5P4K alpha inh	CCT modulator	EPAC2 antagonist
Nc1ccc2nc(-c3cccc(-c4nc5ccc(N)cc5[nH]4)n3)[nH]c2c1	-9%	-4%	-1%	20µM*	2%	?	-0.4	-1%
Cc1ccnc(NS(=O)(=O)c2ccc(NC(=O)c3snnc3C)cc2)n1	1%	-2%	-21%	1%	10%	-2	-0.3	1%
Cc1oc2c(C)c(O)ccc2c(=O)c1-c1nncn1-c1ccccc1	-2%	12%	10%	-7%	-4%	-24	-19	-4%
Cc1nc(-c2ccccc2)c(Cc2ccccc2O)c(=O)[nH]1	1%	-12%	-7%	3%	2%	0	1.4	4%
CC(OC(=O)c1ccccc1Nc1ccc(SC(F)F)cc1)C(N)=O (stereo not given)	-1%	-19%	-8%	1%	7%	-4	-2.2	-16%
Cc1ccc(NC(=O)C(=O)NC(C)C2COc3ccccc3O2)cc1 (stereo not given)	1%	?	-2%	1%	0%	16	-2.9	-2%
COc1ccc(/C(C)=N/NC(=O)CNC(=O)c2cccs2)cc1	0%	-2%	1%	6%	4%	-14	1.9	0%[57.1 µM]
O=C(CSc1ccc(Cl)cc1)Nc1ccc(C2SCCS2)cc1	-8%	-14%	0%	1%	6%	-8	-2.4	3%
Cn1cnc(S(=O)(=O)Nc2ccc(Cl)c(C(F)(F)F)c2)c1	0%	1%	-15%	3%	-2%	3	3.1	-8%
Cc1ccc2nc3n(c(=O)c2c1)CCCCC3	1%	15%	1%	-1%	-2%	3	0.2	11%
Cc1c([N+](=O)[O-])c([N+](=O)[O-])nn1CC(=O)NCc1cccnc1	0%	11%	?	2%	5%	-10	-0.8	-2%
Cc1ccc(-c2nc3ncccn3c2NC2CCCCC2)o1	-11%	0%	-20%	1%	-8%	2	-1.8	1%
Cc1ccc(NC(=S)NC(CO)C(O)c2ccc([N+](=O)[O-])cc2)cc1 (stereo not given)	0%	-13%	-5%	11%	-8%	3	-1.8	0%
CCCc1nc2ccccc2n1C(CC)C(=O)NC(C)(C)C (stereo not given)	.	-17%	-13%	-3%	0%	4	.	-16%
Cc1cccc(Cn2c(=O)c3c(nc4n3CCCN4Cc3ccccc3)n(C)c2=O)c1	2%	0%	-2%	-7%	3%	3	-1.4	-2%
COc1cc(OC)cc(-c2sc3ccc(OC)cc3c2C#CC2(N)CCCCC2)c1	-29%	-8%	9%	1%	3%	35	-0.6	4%
COc1ccc(C2CC(C(F)(F)F)n3nc(C(=O)O)cc3N2)cc1 (stereo not given)	1%	5%	?	2%	-3%	-20	-3.5	9%
Cc1ccc(CNC(=O)COC(=O)COc2ccc(C#N)cc2)cc1	2%	-2%	-8%	-2%	6%	0	-3.9	-2%
O=C1OC[C@@H]2CCCN2C(=O)[C@H](CC(=O)N(CCO)Cc2ccccc2)C/C=C\CC[C@H]1Cc1ccc(F)cc1	0%	-5%	-8%	-3%	-30%[inhibitor]	2	-1.6	-23%
COC(=O)[C@@]1(Sc2ccc(C)cc2)CC(=O)N[C@@H]1c1ccccc1	.	-3%	-5%	4%	-12%	-7	-1.4	-4%
CCOc1ccccc1C(=O)OCC(=O)Nc1ncc(C(F)(F)F)cc1Cl	1%	10%	-9%	6%	1%	.	-2.4	0%
COc1ccc(CCN(Cc2cccs2)S(=O)(=O)c2ccc(S(=O)(=O)N3CCC(C)CC3)cc2)cc1OC	-8%	-19%	-2%	8%	-2%	9	-2.5	-5%
Cc1ccccc1C(=O)c1cccn1CC(=O)NCCCN1CCc2ccccc2C1	0%	-15%	-7%	2%	-6%	4	-1.5	2%
Cc1ccc(CCNC(=O)c2cc(-c3ccncc3)nc3ccccc23)cc1	-4%	-9%	-5%	3%	5%	0	0.1	5%
CCN(CC)S(=O)(=O)c1ccc(C(=O)NC(=S)N2CCCCC2C)cc1 (stereo not given)	.	-1%	?	6%	9%	?	-0.1	7%
CCc1ccc(NC(=O)C2CCN(S(=O)(=O)c3ccc4c(c3)CC(C)N4C(C)=O)CC2)cc1 (stereo not given)	0%	2%	-4%	-8%	3%	7	0.3	9%
CC(C)C[C@@H](CNCC(=O)[C@H](Cc1c[nH]c2ccccc12)NC(=O)c1[nH]cnc1C(=O)N[C@@H](C)CN)NC(=O)c1nc[nH]c1C(=O)N[C@@H](CC(=O)O)C(=O)O	.	-6%	27µM*	-8%	3%	-62*	0.2	15%
CCCS(=O)(=O)N1CCN(S(=O)(=O)c2ccccc2[N+](=O)[O-])CC1	-4%	9%	-4%	5%	-2%	3	0.0	24%
CCc1cc2ccc(OC)cc2nc1SCC(=O)NNC(=O)c1ccco1	1%	1%	-28%	4%	3%	4	-1.1	-3%
COC(=O)c1ccccc1OCCCN(C)C	0%	-9%	-9%	-2%	5%	-3	-0.5	2%
N=C1C(c2nc3ccccc3s2)=C(O)CN1NC(=O)c1ccccc1[N+](=O)[O-]	1%	?	?	0%[57.1 µM]	1%	-11	-1.2	-1%
CCCOc1ccc(C(=O)c2nc3c(n2O)CCCCC3)cc1	3%	5%	-5%	11%	2%	.	-3.7	3%
O=C1NC(=S)N/C1=C/c1ccc2c(c1)OCO2	-2%	-29%	7%	-15%	0%	3	-4.2	10%
CC1CCN(S(=O)(=O)c2ccc(S(=O)(=O)NCC3COCCO3)cc2)CC1 (stereo not given)	-2%	3%	-9%	-1%	-6%	.	0.3	15%
CN(c1ccccc1)S(=O)(=O)c1cccc(C(=O)OCC(=O)Nc2ccc(C(N)=O)cc2)c1	0%	-15%	4%	-1%	-8%	4	-0.2	-2%
Cc1nn(-c2ccccc2)c(N2CCCC2)c1/C=N/NC(=O)c1cc(-c2cccs2)nc2ccccc12	-3%	-28%	1%	-6%	5%	-4	-0.1	-4%

Compounds shown so far with a COOH group, in the order listed:
SMILES	MmCpn inh	EPAC1 antag	PLK1 PBD block	WRN inhibitor	EPAC1 ag	PI5P4K alpha inh	CCT modulator	EPAC2 antagonist
COc1ccc(C2CC(C(F)(F)F)n3nc(C(=O)O)cc3N2)cc1 (stereo not given)	1%	5%	?	2%	-3%	-20	-3.5	9%
CC(C)C[C@@H](CNCC(=O)[C@H](Cc1c[nH]c2ccccc12)NC(=O)c1[nH]cnc1C(=O)N[C@@H](C)CN)NC(=O)c1nc[nH]c1C(=O)N[C@@H](CC(=O)O)C(=O)O	.	-6%	27µM*	-8%	3%	-62*	0.2	15%

Other results.
SMILES	MmCpn inh	EPAC1 antag	PLK1 PBD block	WRN inhibitor	EPAC1 ag	PI5P4K alpha inh	CCT modulator	EPAC2 antagonist
Cc1cc(Br)ccc1NC(=O)CCSc1ccccc1	3%	2%	-21%	-11%	-1%	.	-7.1	-1%
CC(=O)c1c(OC(=O)c2ccccc2)ccnc1C(F)(F)F	0%	-5%	-9%	3%	-5%	1	-1.4	4%
COCCNC(=O)C1CC(c2ccc(C(F)(F)F)cc2)=NO1 (stereo not given)	.	2%	1%	-5%	-12%	-22	1.4	5%
O=c1cc(-c2ccccc2)nc2nc(-c3ccco3)[nH]n12	1%	-3%	-5%	-30%	5%	-20	3.7	0%
COCCn1c(SCC(=O)Nc2ccccc2OC)nnc1-c1ccco1	2%	8%	-7%	-5%	12%	5	-1.0	-3%
CC1Cc2ccccc2N1C(=O)CSc1ncccn1 (stereo not given)	1%	-18%	-5%	3%	5%	4	-0.5	-11%
Cc1cccc2nc3c(nc12)CCCC3	-1%	7%	-2%	5%	-4%	2	0.8	9%
CN(CC(=O)Nc1ccc2c(c1)OCCO2)S(=O)(=O)c1cccc2cccnc12	0%	3%	-3%	4%	-3%	2	-3.0	-7%
O=[N+]([O-])c1ccc(S(=O)(=O)NCC2CCCO2)cc1 (stereo not given)	1%	10%	8%	-14%[57.1 µM]	-2%	1	0.4	6%
COc1ccc(C(c2nnnn2C2CCCCC2)N2CCN(c3ccccc3F)CC2)cc1 (stereo not given)	2%	6%	-11%	-37%[57.1 µM]	1%	11	-1.6	-12%
O=C(CSc1nnc(-c2ccc(O)cc2)o1)Nc1ccccc1	2%	-17%	3%	4%	-4%	-1	1.2	9%
COc1cc(-c2nc(S(=O)(=O)c3ccc(C)cc3)c(N3CCOCC3)o2)cc(OC)c1OC	-2%	-27%	-14%	-43%	-7%	?	-3.1	-18%
O=C(NC1CCCN(Cc2ccccc2F)C1)C1CCC1 (stereo not given)	-1%	-7%	-5%	2%	12%	5	0.4	-1%
COc1ccccc1O	2%	-13%	5%	6%	-12%	5	2.0	15%
Cc1cccc(NS(=O)(=O)c2ccc(C)c(C(=O)NCC(c3cccs3)N3CCOCC3)c2)c1 (stereo not given)	.	-10%	5%	-1%	-7%	-4	0.8	-1%
[O-]/[N+](=C\C=C\c1ccccc1)c1ccccc1	0%	-5%	-5%	2%	-10%	2	1.2	-12%
COc1ccc(CCN(C(=O)c2snc(C(N)=O)c2N)C(C)C(=O)NC2CCCCC2)cc1OC (stereo not given)	-1%	4%	-1%	-6%	-12%	5	-1.3	11%
COc1ccc(CCNC(=O)C(C)OC(=O)c2nsc(Cl)c2Cl)cc1OC (stereo not given)	1%	-2%	-6%	-2%	6%	5	-1.1	5%
Cc1ccc2cc(C#N)c(NCCNC(=S)NCCCN(C)C)nc2c1C	-2%	-9%	-4%	2%	-3%	0	-4.5	9%
O=C(O)c1ccccc1NC(=O)C(c1ccccc1)c1ccccc1	.	0%	-17%	-5%	-1%	-25	-1.0	-8%
COc1ccccc1N1CCN(C(=O)NCc2cccc(C(F)(F)F)c2)CC1	2%	-14%	0%	9%	5%	-1	-1.9	-12%
COc1ccc(NC(=O)c2cc(Br)ccc2Cl)c([N+](=O)[O-])c1	0%	-6%	-4%	2%	11%	1	0.1	6%
COc1ccc(S(=O)(=O)Nc2cccc(-n3cnnn3)c2)cc1OC	2%	17%	2%	4%[57.1 µM]	-5%	-4	1.4	5%
O=C(Nc1ccc(N2CCOCC2)cc1)c1nc2ccccc2s1	0%	13%	3%	3%	-3%	-2	0.1	2%
CC(=O)c1ccc(N2CCN(C(=S)Nc3ccc(Oc4ccccc4)cc3)CC2)cc1	-19%	-5%	-13%	1%	12%	3	-2.6	3%
COc1cccc(NC(=O)[C@H](Cc2c[nH]c3ccccc23)NC(=O)[C@@H]2Cc3ccccc3CN2)c1	1%	-24%	-9%	2%	-10%	1	0.8	8%
Cc1nn(CCc2n[nH]c(=S)n2-c2ccc(F)cc2)c(C)c1[N+](=O)[O-]	0%	1%	-17%	0%	4%	.	-2.6	-4%
Cc1ccccc1OCC(=O)N(Cc1cccc(F)c1)C1CCS(=O)(=O)C1 (stereo not given)	1%	14%	3%	3%	-5%	-2	-0.4	-5%

Assay outcomes: PubChem, National Center for Advancing Translational Sciences (NCATS)
